# EPAC2 antag: EPAC2 (human) antagonism; Q8WZA2; EPAC2 GEF exchange of Rap1B-BODIPY-GDP, fluorescence; Potency, µM (highest dose often 114 µM), inactives show at the top dose activity, negative = inhibition, hits mostly inhibitors; 360,000 compounds, 0.18% hits; AID 720708; further: potency means the concentration at half of the fitted maximal effect; on the % scale 0 is the no-effect control and ±100 the full control effect; nearly all actives have a fitted effect of over 45% in size; many of its hits are not listed in these tables
# EPAC2 agonist: activates human EPAC2 exchange factor; Q8WZA2; EPAC2 activation, biochemical qHTS; response scale: 100% = 6.5 mM cAMP response; Potency, µM (top dose mostly 154 µM), without a hit: at the highest dose activation, hits mostly activators; 360,000 compounds, 0.079% hits; AID 720711; further: potency means the concentration at half of the fitted maximal effect; nearly all actives have a fitted effect of over 50% in size
#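 Setup: EPAC2 100 nM, labeled Rap1B complex 250 nM, free GDP 50 uM. Compound titrations pinned in, brief spin, 5 min room temperature incubation. Kinetic fluorescence read over 30 min, normalized to 6.5 mM cAMP.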
# Abeta rescue: restores growth of yeast expressing A-beta42 peptide; yeast expressing A-beta42, growth rescue, OD600, 48 h; response scale: 0% DMSO, 100% iron-clioquinol control; Potency, µM (top dose mostly 46.1 µM), for the others: at the top dose growth rescue, actives largely listed as activators; 410,000 compounds, 0.063% hits; AID 1347071; further: potency means the concentration at half of the fitted maximal effect; nearly all actives have a fitted effect of over 55% in size
#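 Yeast A-beta toxicity model in growth medium with pinned compounds, 48 h at 30 C; growth read as absorbance at 600 nm. Normalized to FeCl3/clioquinol equimolar mix (positive) and DMSO (negative).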
# DRD3 antagonist: blocks the human D3 dopamine receptor; AID 652054; 360,000 compounds, 2.5% hits; max response, negative = inhibition, %; P35462; D3R cells, DiscoveRx beta-arrestin luminescence, antagonist mode; active compounds read low; in the data active means max response below about -50%; inconclusive means no clear call, values can overlap the other calls; further: on the % scale 0 is the no-effect control and ±100 the full control effect; mostly tested at two doses, the higher about 12 µM
# Target sequence (P35462 whole entry, looked up): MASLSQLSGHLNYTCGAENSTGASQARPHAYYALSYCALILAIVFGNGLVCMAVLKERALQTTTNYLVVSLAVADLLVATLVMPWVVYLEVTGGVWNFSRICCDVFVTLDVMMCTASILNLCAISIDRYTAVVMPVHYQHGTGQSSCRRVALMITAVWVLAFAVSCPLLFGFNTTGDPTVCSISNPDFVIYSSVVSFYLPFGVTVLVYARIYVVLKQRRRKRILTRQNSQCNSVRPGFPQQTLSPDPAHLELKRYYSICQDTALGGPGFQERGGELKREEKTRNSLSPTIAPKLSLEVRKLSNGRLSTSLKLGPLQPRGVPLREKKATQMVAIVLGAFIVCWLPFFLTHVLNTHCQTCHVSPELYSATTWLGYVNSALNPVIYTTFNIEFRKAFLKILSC
#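 Cells expressing the human receptor were seeded at 1500 cells/well, incubated overnight at 37 degrees C in 5% CO2, then exposed to library compounds with dopamine controls for 90 minutes at 37 degrees C before luminescent detection.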
# TDP43 rescue: TDP-43 toxicity inhibition in yeast; TDP-43 expressing yeast growth rescue, BacTiter-Glo, 24 h; 410,000 compounds, 1.8% hits; Potency, µM (top dose mostly 46.1 µM), for the others: at the highest dose growth rescue (activation), actives largely listed as activators; AID 652104; further: potency means the concentration at half of the fitted maximal effect; % of control where 0% means no effect; nearly all actives have a fitted effect of over 50% in size
#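 Growth rescue of TDP-43-toxic yeast measured as ATP luminescence (BacTiter-Glo). Cells grown to mid-log in raffinose, induced in galactose at OD600=0.02, exposed to compound 24 hr at 30 deg C.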
# aSyn yeast inh: alpha-synuclein toxicity inhibition in yeast; Yeast expressing alpha-synuclein, growth rescue, BacTiter-Glo, 24 h; Potency, µM (series often up to 46.1 µM), without a hit: top-dose growth rescue (activation), usual class: activators; 370,000 compounds, 0.14% hits; AID 652106; further: potency means the concentration at half of the fitted maximal effect; % of control where 0% means no effect; nearly all actives have a fitted effect of over 65% in size
#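 Readout is rescue of growth in alpha-synuclein-expressing yeast, so inhibitors of toxicity appear as activators. Growth after 24 hr at 30 deg C in galactose medium is quantified by luminescence.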
# DRD3 agonist: activates the human D3 dopamine receptor; D3R DiscoveRx beta-arrestin cells, luminescence, 90 min; AID 652048; P35462; 410,000 compounds, 0.58% hits; max activation, %; in the data active means max activation above about 30%; further: 0% is about no effect; mostly tested at two doses, the higher about 12 µM
#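 Agonist-mode cell screen: cells plated at 1500/well and incubated overnight at 37 °C, then exposed to library compounds for 90 min at 37 °C. Detection reagent was added for 30–60 min at room temperature, and luminescence was read.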
# FUS yeast rescue: FUS proteinopathy suppression in yeast; 390,000 compounds, 0.24% hits; Potency, µM (series often up to 76.6 µM), for the others: top-dose growth rescue (activation), usual class: activators; S. cerevisiae FUS-expressing, growth rescue, OD600, 24 h;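 further: potency means the concentration at half of the fitted maximal effect; plate controls were DMSO vehicle for no effect and reference control for full effect; nearly all actives have a fitted effect of over 55% in size; some results filed as inactive show a strong effect at the top dose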
#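 Galactose (2%) drives FUS expression in yeast precultured in raffinose; seeding density OD 0.005. Test compounds incubated 24hr at 30C and 99% humidity before absorbance at 600 nm was measured.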
# Numbers without * were called inactive; ? = inconclusive; · = no result given; [ ] = another dose, or the depositor's remark. Unless noted, the call rests on the fitted dose curve; in most records, active means well fitted curve in the direction sought with a large enough effect; inconclusive means small, poorly fitted or top-dose-only effect, or another doubt; inactive means no such curve, though single readings can be large; an effect the other way counts as inactive or inconclusive.
SMILES,EPAC2 antag,EPAC2 agonist,Abeta rescue,DRD3 antagonist,TDP43 rescue,aSyn yeast inh,DRD3 agonist,FUS yeast rescue
O=C(NCc1ccccc1)C1=C[C@@H](C2CCCCC2)C[C@@H](OCCCCO)O1,-14%,8%,10%,-7,5%,0%,-7,21%
O=C(CSc1n[nH]c(-c2cccnc2)n1)Nc1cccc(Cl)c1,-2%,10%,-17%,10,0%,-10%,11,-25%
Cc1oc(-c2ccc3c(c2)OCCO3)cc1C(=O)NC(CCC(=O)O)C(=O)O (stereo not given),7%,5%,-2%,11,15%,4%,1,-3%
COc1ccc(S(=O)(=O)n2nc(C)cc2C)c(C)c1C,1%,9%,-28%,-28,-10%,4%,-11,4%
Cc1cc(C)c2nc(N(Cc3cccnc3)C(=O)c3cccs3)sc2c1,·,·,-9%,·,19%,·,3,5%
CCOC(=O)/C(=C(/C)N)C1CC(=O)NC1=O (stereo not given),2%,-1%,1%,6,12%,2%,9,-21%
O=C(Nc1ccc(Cl)c(S(=O)(=O)N2CCCC2)c1)c1nn(CCO)c(=O)c2ccccc12,8%,-3%,14%,9,13%,1%,4,27%
COc1ccc(C2CC(c3ccccc3)=NN2C(=O)CCC(=O)O)cc1 (stereo not given),-1%,4%,-13%,?,-32%[inhibitor],-2%,-9,21%
Cc1ccc(NC2=NCC(=O)N2C2CCCC2)cc1,4%,2%,-2%,1,1%[9.22 µM],0%,2,4%
CC(NC(=O)c1ccncc1)c1ccc(Br)cc1 (stereo not given),2%,14%,0%,-25,-22%,0%,-13,41%
Cc1ccc(OCCCC(=O)N(C)CC(=O)Nc2ccccc2Br)cc1,0%,4%,3%,10,8%,8%,7,18%
CCOC(=O)c1c(C)[nH]c(CCC(=O)NCCCN2CCN(c3ccc(F)cc3)CC2)c1C,·,·,-3%,·,17%,·,-22,16%
COc1ccc(N2CC(NS(=O)(=O)c3cccnc3)CC2=O)cc1OC (stereo not given),8%,-6%,8%,6,-3%,1%,-3,3%
CCOc1ccc2c(c1)c1nnc(SCC(=O)N3CCC(C)CC3)nc1n2C,7%,-24%,-12%,29,-2%,-1%,0,0%
COc1ccc(-c2cc(NCc3ccc(C)cc3)n3cnnc3n2)cc1,·,·,-22%,·,11µM*,·,2,44%
Cc1ccccc1C(=O)N1CCN(c2nc(N3CCOCC3)nc(N3CCOCC3)n2)CC1,-7%,-1%,-2%,6,-30%[inhibitor],-2%,-18,13%
Fc1ccc(OCc2nn3cnnc3s2)cc1,-1%,5%,1%,-22,20%,-2%,-3,-2%
COc1cc(/C=N/Nc2ccc(Cl)cc2)ccc1OC(=O)c1cccs1,-4%,-5%,-12%,?,11%,8%,-4,·
C/C(CC(=O)Nc1ccc([N+](=O)[O-])cc1)=N\NC(=O)c1ccccc1O,5%,6%,4%,-10,19%,1%,-1,41%
COc1ccc(CCNc2oc(-c3ccc(OC)c(OC)c3)nc2C#N)cc1,-8%,24%,-7%,12,-27%,15%,7,-2%

# A different layout for part of the listing above.
smiles	EPAC2 antag	EPAC2 agonist	Abeta rescue	DRD3 antagonist	TDP43 rescue	aSyn yeast inh	DRD3 agonist	FUS yeast rescue
Cc1cc(C)c2nc(N(Cc3cccnc3)C(=O)c3cccs3)sc2c1	·	·	-9%	·	19%	·	3	5%
O=C(CSc1n[nH]c(-c2cccnc2)n1)Nc1cccc(Cl)c1	-2%	10%	-17%	10	0%	-10%	11	-25%
COc1cc(/C=N/Nc2ccc(Cl)cc2)ccc1OC(=O)c1cccs1	-4%	-5%	-12%	?	11%	8%	-4	·
COc1ccc(-c2cc(NCc3ccc(C)cc3)n3cnnc3n2)cc1	·	·	-22%	·	11µM*	·	2	44%

# Further records
SMILES,EPAC2 antag,EPAC2 agonist,Abeta rescue,DRD3 antagonist,TDP43 rescue,aSyn yeast inh,DRD3 agonist,FUS yeast rescue
N#Cc1cc2c(=O)n3ccccc3nc2n(Cc2ccco2)c1=NC(=O)c1ccco1,-12%,-7%,15%,19,-9%,3%,-4,?
CCC1CCCCN1C(=O)Nc1ccc(F)cc1 (stereo not given),-9%,13%,-7%,-11,-5%,5%,-4,0%
COc1ccccc1NC(=O)Cc1nnc(SCC(=O)Nc2ccccc2F)n1C,5%,12%,-9%,3,10%,7%,0,3%
O=S(=O)(NCCOCC(F)(F)C(F)F)c1ccc2oc3ccccc3c2c1,-8%,-8%,24%,13,?,?,-1,?
CC(C)(C)Nc1ncnc2sc(-c3ccccc3)cc12,-22%,11%,12%,39,12%,-7%,-2,5%
CC#CCCc1nc2ccccc2c(=O)n1N,3%,1%,-4%,-7,7%,0%,-4,·
Cn1ccnc1C(O)(c1ccccc1)c1nccn1C,-1%,4%,-2%,4,-18%,-2%,4,7%
Cc1cccc(N2CCN(C(=O)c3cccc(-n4c(C)nc5cccnc54)c3)CC2)c1C,·,·,-2%,·,8%,·,7,0%
COc1ccc(C(=O)NCC2(c3ccc(OC)c(OC)c3)CCCC2)cc1OC,3%,-5%,1%,-6,19%,2%,3,5%
CCOc1ccc(CN(C(=O)c2cc3ccccc3oc2=O)C2CCS(=O)(=O)C2)cc1 (stereo not given),7%,4%,16%,-6,7%,11%,2,10%
CCOC(=O)/C(C#N)=C/c1c(Oc2cc(C)cc(C)c2)nc2ccccn2c1=O,13%,-4%,-12%,3,8%,-17%,8,·
CCOC(=O)C1=C(COC(=O)C(C)(C)Oc2ccc(Cl)cc2)NC(=O)NC1C (stereo not given),-2%,-10%,7%,-10,24%,7%,-1,·
CC[C@@]12C(=O)N(c3ccc(OC)cc3)C(=O)N1[C@H](c1ccc(Cl)cc1)[C@@H]1C(=O)N(C3CCCCC3)C(=O)[C@@H]12,3%,4%,8%,-57*,-1%,9%,-41,9%
COc1ccc(CCNC(=O)CCCn2c(=O)c3ccccc3n(Cc3c(C)cc(C)cc3C)c2=O)cc1OC,·,·,-5%,·,14%,·,3,3%
CNC[C@H]1Oc2c(NS(=O)(=O)c3ccc(OC)cc3)cccc2C(=O)N([C@H](C)CO)C[C@@H]1C,-6%,6%,-9%,35,2%,-5%,14,-6%
C=CCc1cccc2cc(C(=O)N3CCN(C(=O)c4ccco4)CC3)c(=O)oc12,-8%,3%,0%,8,-17%,-8%,2,13%
Cc1ccc(Cl)c2c1NC(=O)C2(O)CC(=O)c1ccc(F)cc1 (stereo not given),6%,7%,12%,2,10%,7%,4,-6%
COc1cccc(C(C)=C2SC(=S)NC2=O)c1,-6%,5%,-7%,-26,?,-11%,-20,·
NC(=O)C1CCN(C(=O)c2cnn(-c3ccccc3)c2NC(=O)c2cccc(F)c2)CC1,1%,1%,2%,-26,-5%,2%,-4,7%
COC(C/C=C\[C@@H](O)COCc1ccccc1)OC,-4%,8%,-4%,0,-4%,0%,4,-29%
Cc1cnc(C(=O)OCC(=O)NC(=O)c2ccccc2)cn1,2%,8%,?,4,9%,7%,0,-4%
NS(=O)(=O)c1cccc(NC(=O)CSc2n[nH]c(-c3ccccc3Br)n2)c1,7%,12%,-4%,-11,-11%,2%[1.84 µM],6,6%
CCOc1ccc(NC(=O)c2cc(C)nc3c2c(C)nn3-c2cccc(F)c2)cc1,·,·,1%,·,5%[9.22 µM],·,6,-15%
Cc1nc(C(F)(F)F)ccc1C(=O)N1CCCC1(C)C(=O)NCC(C)C (stereo not given),14%,6%,9%,0,14%,0%,6,-16%
O=C(Cc1cccs1)NCc1cccnc1,6%,-2%,16%,23,9%,-6%,-1,4%
CC(Oc1ccccc1Cl)C(=O)Nc1ccc(S(=O)(=O)Nc2nccs2)cc1 (stereo not given),-30%,12%,-4%,-3,-18%,0%,-4,26%
COc1ccc(Cn2ccnc2SCC(=O)Nc2ccc3c(c2)OCCO3)cc1,·,·,5%,·,?,·,2,9%
O=C(COc1ccc2c(-c3ccccc3)cc(=O)oc2c1)NCC1CCC(C(=O)O)CC1 (stereo not given),?,5%,-1%,20,-7%,7%,7,27%
Cc1cc(N2CCOCC2)nc2ccc(NC(=O)CCC(=O)N3CCN(c4ccccc4F)CC3)cc12,-11%,7%,-3%,5,17%,-6%,5,18%
CCCCn1c(N)c(N(CCOC)C(=O)C2CCN(C(=O)c3ccc(Cl)cc3)CC2)c(=O)[nH]c1=O,-9%,11%,8%,0,-2%,0%,1,2%
O=C(Nc1ccc(C(=O)N2CCCC2)cc1)C1CC1,19%,-7%,-16%,4,-1%,-3%,7,-23%
O=C(/C=C/c1cccc(Cl)c1)c1ccc([N+](=O)[O-])o1,-10%,13%,-83%[inhibitor],-84*,-92%,-78%[inhibitor],-10,-10%
Cc1nc(C)n(CC(O)COc2ccc3cc(Br)ccc3c2)n1 (stereo not given),-2%,2%,10%,-15,2%,4%,4,36%
COc1c(F)c(F)c(C(=O)Nc2ccc(N3CCN(Cc4ccccc4)CC3)cc2)c(F)c1F,5%,-4%,-16%,12,-18%,-16%,-18,19%
Cc1ccccc1NC(=O)C1CCCN(c2ncnc3onc(-c4ccc(F)cc4)c23)C1 (stereo not given),4%,8%,·,-3,9%,-5%,-5,-5%
COc1cccc(-c2noc(C3CCCN(C(=O)c4cccc(F)c4)C3)n2)c1 (stereo not given),-7%,7%,-17%,10,0%,26%,13,47%
CCOC(=O)CSc1nnc(Cn2nnc(-c3ccccc3)n2)n1CC,-11%,1%,-9%,19,-3%,1%,-16,-65%[inhibitor]
Cc1ccc(Cc2nc(-c3ccncc3)no2)cc1,-1%,4%,24%,18,?,2%,11,16%
CN(CCc1ccccc1)C(=O)c1ccc(NC(=O)Cc2ccc(NC(=O)C3CCCN(C(=O)C4CC4)C3)cc2)cc1 (stereo not given),6%,2%,8%,-22,24%,3%,7,44%
CN(C(=O)CSc1nnc(-c2c[nH]c3ccccc23)n1C1CC1)C1CCS(=O)(=O)C1 (stereo not given),-6%,6%,-3%,4,9%,8%,-4,20%
CCN(CC)c1ccc(C=Nc2ccc(C)cc2)c(O)c1,-1%,1%,23%,22,0%,-2%,1,-1%
Cc1ccc(S(=O)(=O)N2CCOC23CCN(C(=O)C(=O)NCCC(C)C)CC3)cc1,1%,6%,4%,-15,-12%,-1%,-4,26%
CC(C)=NNC(=O)C1=NNC(=O)C1,-5%,1%,0%,2,0%,0%,0,-12%

# Screening data as filed in PubChem.

# Only part of the results is shown, so the mix of outcomes need not match the whole.
